NCI-60 one-dose screen, 48 h, at 10 µM unless noted. Numbers give growth in % (100 = growth as untreated, 0 = no growth, -100 = all killed).
HT29 = HT29 colon cancer; actives 7.4% (n = 81,000); AID 1794748
KM12 = KM12 colon cancer cells; actives 5% (n = 82,000); AID 1794800
SF-268 = SF-268 CNS cancer cells; actives 3.1% (n = 82,000); AID 1794759
SF-539 = SF-539 CNS cancer; actives 6.8% (n = 81,000); AID 1794752
SW-620 = SW-620 colon cancer; actives 5.2% (n = 82,000); AID 1794795
SNB-75 = SNB-75 CNS cancer | actives 5% (n = 79,000) | AID 1794750
SNB-19 = SNB-19 CNS cancer cells. AID 1794751. actives 2.5% (n = 81,000)
HCC-2998 = HCC-2998 colon cancer; actives 4.7% (n = 79,000); AID 1794799
SF-295 = SF-295 CNS cancer cells. actives 5.6% (n = 79,000). AID 1794758
An asterisk follows results filed as active; . = not tested or not shown; & = joins results of further samples. Rule for the calls: active = growth percent below 10; inactive = the rest.

SMILES	HT29	KM12	SF-268	SF-539	SW-620	SNB-75	SNB-19	HCC-2998	SF-295
CCOc1ccc(C(=O)CCN2CCC3CCC(C3)C2)cc1 (configuration not stated)	100.7	103.9	106.0	107.2	121.5	100.0	116.1	112.2	119.9
CCOC(=O)c1nc(Nc2ccc(NC(=O)Nc3ccc(Cl)c(Cl)c3)cc2)c2ccccc2n1	91.4	108.0	107.9	97.6	104.6	100.1	98.8	.	95.5
Cc1nn(-c2ccccc2)c(N(C)Cc2ccccc2)c1C1CC(c2ccc(Cl)cc2)=NN1c1cc(Cl)cc(Cl)c1 (configuration not stated)	84.8	100.2	100.9	105.6	92.3	95.0	89.4	92.7	101.7
N#C/C(=C\c1cc(O)c(O)c(O)c1)C(N)=O	103.2	103.0	107.0	94.0	115.5	-17.7*	101.4	98.3	87.7
Cc1cc(C)c(C#N)c(OCc2ccc(Cl)cc2Cl)n1	93.3	99.4	92.0	86.1	91.3	88.3	92.8	102.7	93.7
NC(=O)c1[nH]cnc1/N=N/N(CCO)Cc1ccccc1	108.7	102.9	84.2	110.2	99.7	85.1	113.9	95.4	102.5
COc1ccc(/C=N/OCC(O)CNCc2ccccc2)cc1OC1CCCC1 (configuration not stated)	103.9	104.5	91.7	98.0	102.7	77.9	95.2	109.9	103.0
CC/C=C\C/C=C/C=C1/C(=O)C=C[C@@H]1C/C=C\CCCC(=O)O	108.0	99.2	95.7	97.3	102.8	97.6	98.6	119.0	105.8
C/C(=N\NC(N)=S)c1nnn(-c2ccc([N+](=O)[O-])cc2)c1C	104.4	96.8	97.0	97.5	94.9	87.3	95.6	100.3	98.8
CSSc1ccccc1	106.5	115.6	98.6	109.9	99.0	89.1	102.0	113.2	106.2
Cc1ccccc1OCC(=O)O	171.5	106.8	107.8	97.7	107.0	89.7	98.5	108.4	105.8
O=C(COc1ccc(NC(=O)Nc2ccc(Cl)cc2)cc1)N=Nc1c(O)[nH]c2ccc(Cl)cc12	99.2	83.0	109.7	92.7	82.7	111.1	97.0	94.1	97.5
O=C(O)c1ccc(NC(=O)C(Cl)Cl)cc1	107.4	102.1	104.0	99.5	102.7	90.0	103.5	99.4	97.2
C/C(=C(/C)C1CC1CCN(C(=O)c1ccc([N+](=O)[O-])cc1)S(=O)(=O)c1ccc(C)cc1)C1CCCCC1 (configuration not stated)	99.2	89.6	96.5	100.0	96.7	106.3	92.5	112.5	104.1
COc1ccc(-c2cc(C(=O)N=Nc3c(O)[nH]c4ccc(F)cc34)c3ccccc3n2)cc1	61.9	81.3	47.9	39.5	41.1	84.6	44.1	91.1	104.2
O=C1c2ccccc2CCC12OC2c1ccncc1 (configuration not stated)	117.4	114.6	109.9	102.4	110.7	88.6	111.8	115.7	107.0
CCC(C)CC(C)/C(O)=C1/C(=O)NC(C(O)c2ccc(O)cc2)C1=O (configuration not stated)	106.3	115.8	130.1	101.4	105.7	72.0	103.1	92.1	101.3
CCN(CC)CCN1CNC(=S)NC1	104.0	98.7	102.1	102.8	107.3	106.8	103.9	108.7	101.6
C/C(=N/NC(=S)NC1CCCCC1)c1sc(Nc2ccc(O)cc2)nc1C	104.2	85.5	66.9	93.7	95.3	58.1	92.0	100.1	102.3
COC(=O)CC1OCC=C2CN3CCC45C6=CC(=O)C(=O)C([N+](=O)[O-])=C6NC4C1C2CC35 (configuration not stated)	100.5	107.0	106.6	107.8	103.5	67.4	121.1	100.0	111.3
COP(=O)(OC)/C(=N\NS(=O)(=O)c1ccc(C)cc1)c1ccccc1	.	103.4	119.0	95.0	105.2	.	94.7	101.6	116.7
Cn1cccc1C(=O)C1C(c2ccc(Cl)cc2)C2CCCN2C12C(=O)Nc1ccc(Cl)cc12 (configuration not stated)	77.3	82.2	87.5	103.1	97.1	61.5	86.2	99.6	80.1
O=c1[nH]c(NCCc2cc3cc(F)ccc3[nH]2)nc2sc3c(c12)CCCC3	62.2	58.3	64.3	61.1	72.0	77.2	74.7	83.8	74.4
CCCCc1ccc(C(CC(=O)c2ccccc2)c2ccccc2)cc1 (configuration not stated)	74.8	89.6	91.1	95.0	87.3	83.4	106.7	81.2	92.1
Cc1c(C(C)(C)O)cn2ncnc(Oc3ccc(NC(=O)Nc4ccc(Cl)c(C(F)(F)F)c4)c(F)c3)c12	61.1	43.6	63.6	41.0	85.0	36.5	53.2	124.6	36.4
N#Cc1cnc2cc(OC[C@@H](O)CO)c(NC(=O)C3CCCC3)cc2c1Nc1ccc(OCc2cccc(F)c2)c(Cl)c1	-11.3*	45.0	23.1	-32.5*	15.8	-0.3*	65.3	-65.2*	1.1*
C=CC(=O)N[C@H](Cc1ccc(-c2cc(Cl)cc(Cl)c2)cc1)[C@H](O)[C@@H](O)C(=O)OCC	82.8	100.3	97.0	96.7	94.2	85.3	99.4	96.7	95.6
CC(C)=CCC[C@](C)(O)[C@H]1CC[C@]2(C)[C@@H]1CC[C@@H]1[C@@]3(C)C/C(=C/c4ccc(C(F)(F)F)cc4)C(=O)C(C)(C)[C@@H]3CC[C@]12C	87.2	96.1	90.8	99.2	87.5	83.8	100.3	96.7	103.9
O=S(=O)(O)CS(=O)(=O)OCCCl	101.5	106.1	105.4	105.9	102.2	87.8	106.0	103.4	104.3
CCOC(=O)c1cc(-c2ccc(F)cc2)n(-c2ccc(C(=O)O)c(O)c2)c1C	52.4	68.9	98.8	88.3	83.7	56.7	99.9	.	79.4
CCOC(=O)c1cc2c(n1Cc1ccccc1OC)-c1oncc1CCC2	10.1	41.9	57.6	3.9*	23.8	-2.3*	59.6	53.6	17.0
N#Cc1ccccc1-c1ccc(Cn2c(-c3cscn3)nc3c(Cl)cccc32)cc1	71.0	77.1	71.3	82.9	87.6	78.0	88.5	93.0	67.9
CC(C)=CCC1=CC(=O)c2ccccc2C1=O	119.6	98.2	107.2	95.4	107.8	100.1	111.3	.	117.0
Cc1cc([N+](=O)[O-])c(C)cc1N	92.1	107.3	104.7	104.7	103.8	86.7	108.1	101.9	108.5
CCOc1ccc(N2C(=O)N(c3ccc(SC)cc3)C(=N)C2=S)cc1	98.1	96.6	95.9	94.2	105.8	91.1	102.9	99.9	92.5
O=C(Nc1ccc(CN2CCc3nc4cc(O)c(O)cc4cc32)cc1)c1cccc(Cl)c1Cl	.	106.2	112.1	99.1	104.4	82.7	107.3	84.1	95.6
CC1=CC(=O)C(CN(C)C)(CN(C)C)C(C)(C)C1	94.2	98.2	93.3	99.3	91.6	107.9	102.6	107.2	100.5
O=S(=O)(Nc1ccsc1-c1nc(-c2ccccc2)no1)c1ccc(F)cc1	106.6	95.8	96.5	83.5	104.5	85.1	104.4	96.1	102.3
O=C(Cn1cc(Cn2c(=O)c(-c3nc4ccccc4[nH]3)cc3ccccc32)nn1)Nc1ccccc1	88.2	99.5	90.6	90.9	101.1	73.6	84.5	104.7	92.7
c1cnc2ncncc2n1	107.2	104.1	104.8	111.0	97.5	91.9	110.1	79.0	127.3

Pulled by compound from the list above (4):
SMILES	HT29	KM12	SF-268	SF-539	SW-620	SNB-75	SNB-19	HCC-2998	SF-295
CCOC(=O)c1cc(-c2ccc(F)cc2)n(-c2ccc(C(=O)O)c(O)c2)c1C	52.4	68.9	98.8	88.3	83.7	56.7	99.9	.	79.4
Cc1cc([N+](=O)[O-])c(C)cc1N	92.1	107.3	104.7	104.7	103.8	86.7	108.1	101.9	108.5
COP(=O)(OC)/C(=N\NS(=O)(=O)c1ccc(C)cc1)c1ccccc1	.	103.4	119.0	95.0	105.2	.	94.7	101.6	116.7
CC(C)=CCC[C@](C)(O)[C@H]1CC[C@]2(C)[C@@H]1CC[C@@H]1[C@@]3(C)C/C(=C/c4ccc(C(F)(F)F)cc4)C(=O)C(C)(C)[C@@H]3CC[C@]12C	87.2	96.1	90.8	99.2	87.5	83.8	100.3	96.7	103.9

Full records from above. Screens in order: HT29 | KM12 | SF-268 | SF-539 | SW-620 | SNB-75 | SNB-19 | HCC-2998 | SF-295
`CC(C)=CCC[C@](C)(O)[C@H]1CC[C@]2(C)[C@@H]1CC[C@@H]1[C@@]3(C)C/C(=C/c4ccc(C(F)(F)F)cc4)C(=O)C(C)(C)[C@@H]3CC[C@]12C` in the list: 87.2 | 96.1 | 90.8 | 99.2 | 87.5 | 83.8 | 100.3 | 96.7 | 103.9
`CCOc1ccc(N2C(=O)N(c3ccc(SC)cc3)C(=N)C2=S)cc1` in the list: 98.1 | 96.6 | 95.9 | 94.2 | 105.8 | 91.1 | 102.9 | 99.9 | 92.5

Next part:
SMILES	HT29	KM12	SF-268	SF-539	SW-620	SNB-75	SNB-19	HCC-2998	SF-295
CCNC(=O)Oc1ccc(/C(=C(/C)Cc2ccc(OC)cc2)c2ccc(OCCN3CCCCC3)cc2)cc1	1.2*	67.8	70.0	82.9	77.8	69.0	76.0	67.9	82.6
CCOC(=O)C1=C(C(=O)OCC)N(c2ccccc2Br)C(N)=C(C#N)C1c1cc(=O)[nH]c2ccccc12 (configuration not stated)	104.1	101.6	91.7	98.2	101.1	78.6	95.3	108.3	89.1
Clc1ccc2oc3c(NCCCn4ccnc4)c4ccccc4nc3c2c1	-35.2*	30.9	38.3	24.3	16.9	42.1	51.0	55.2	30.2
O=C(/C=C/C12c3ccccc3C(c3ccccc31)C1C(=O)NC(=O)C12)c1ccccc1 (configuration not stated)	18.3	9.8*	29.6	18.5	19.1	-2.1*	32.9	10.4	28.2
CS(=O)(=O)Nc1cccc(C(=O)NCc2ccc(N3CCOCC3)cc2)c1	95.0	97.1	97.9	103.2	107.6	68.2	108.5	105.8	.
Clc1ccc2c(NCCNc3nc(N4CCCCC4)nc4ccccc34)ccnc2c1	-28.0*	7.2*	3.0*	-83.6*	-36.6*	-23.2*	13.2	10.6	-81.3*
CC1=C(C(=O)Nc2nc(-c3ccc(Cl)cc3)cs2)[C@H](c2ccc(O)cc2)N=C(N)N1	101.6	98.3	88.3	92.2	105.7	69.4	111.3	103.0	101.6
O=S(=O)(c1ccccc1)C1CCCCC1	90.5	107.9	104.3	93.9	114.9	83.4	106.2	102.7	.
Nc1[nH]nc(Nc2ccccc2)c1-c1nc2ccccc2s1	58.5	15.6	31.0	55.1	15.5	44.2	34.0	18.3	28.6
COc1cc(NC(=O)Nc2cnc(Nc3ccc(N4CCOCC4)cc3)nc2Oc2ccc(C(F)(F)F)cc2)cc(OC)c1	95.5	103.3	100.6	102.9	106.6	84.4	99.5	103.8	111.3
CN1CCc2c(sc3ncnc(N/N=C/c4cc(Br)c(O)c(Br)c4)c23)C1	113.3	101.7	104.0	94.7	97.5	83.5	105.9	108.3	104.5
N#CC1=C(N)Oc2c(c(N)nn2-c2ccccc2)C1c1ccc(Cl)cc1Cl (configuration not stated)	115.3	99.3	92.0	94.3	100.0	73.2	95.2	105.8	106.0
O=c1[nH]cc(-c2ccccc2)c(=O)[nH]1	103.2	112.5	118.8	102.1	115.9	88.3	103.9	86.7	105.3
CSc1nc(N)nc2c1ncn2Cc1ccccc1	101.6	103.3	111.4	95.0	114.3	97.5	99.7	98.1	124.3
Cc1c(C(=O)CCl)c(=O)n(-c2ccccc2)n1C	36.2	88.7	84.5	71.7	36.6	76.3	94.5	85.9	87.3
O=C(N/N=C/c1ccc(Cl)o1)c1[nH]c2ccc(Br)cc2c1-c1ccccc1	-34.6*	2.7*	3.2*	-97.2*	-29.6*	-32.9*	9.2*	-26.0*	-19.3*
CCOC(=O)C1CCCC1=O (configuration not stated)	100.8&101.7	101.1&120.6	101.7&107.2	100.2&105.7	100.7&105.7	84.1&89.2	102.9&102.3	105.9&109.1	97.0&110.6
CCCCC1COc2cccc3c2N1C=C/C3=C\C(=O)N(C)c1ccccc1Br (configuration not stated)	108.9	106.0	99.9	103.4	106.7	80.2	101.4	115.4	98.2
CC(C)Sc1nc(NNC(N)=S)c(C#N)c(-c2ccc(F)cc2)n1	115.5	99.0	101.2	91.7	105.9	62.6	97.0	101.5	93.7
CC[C@H](c1ccc(O)cc1)[C@@H](CC)c1ccc(C)cc1	79.5	90.5	104.7	96.7	104.5	75.4	.	97.0	113.1

For reference, some entries already given.
SMILES	HT29	KM12	SF-268	SF-539	SW-620	SNB-75	SNB-19	HCC-2998	SF-295
Clc1ccc2oc3c(NCCCn4ccnc4)c4ccccc4nc3c2c1	-35.2*	30.9	38.3	24.3	16.9	42.1	51.0	55.2	30.2
O=C(/C=C/C12c3ccccc3C(c3ccccc31)C1C(=O)NC(=O)C12)c1ccccc1 (configuration not stated)	18.3	9.8*	29.6	18.5	19.1	-2.1*	32.9	10.4	28.2
CS(=O)(=O)Nc1cccc(C(=O)NCc2ccc(N3CCOCC3)cc2)c1	95.0	97.1	97.9	103.2	107.6	68.2	108.5	105.8	.

Carrying on:
SMILES	HT29	KM12	SF-268	SF-539	SW-620	SNB-75	SNB-19	HCC-2998	SF-295
Cc1ccc(S(=O)(=O)Oc2ccc(C)cc2Br)cc1	90.7	77.1	105.1	91.6	93.3	.	89.0	78.7	87.8
S=c1nc2[nH]c3ccccc3c2n[nH]1	98.6	129.7	87.6	85.1	95.0	102.8	83.3	101.6	72.0
CCC(CC)C(=O)OCCCCOC(=O)C(CC)CC	110.4	107.6	112.1	96.3	102.9	91.0	99.2	110.4	.
CCN(CC)CCn1c2ccc(OC)cc2c2sc3cc(O)ccc3c(=O)c21	15.1	24.6	38.5	25.3	13.3	78.8	25.8	28.2	17.9
N#CC1=C(N)Oc2c(sc3c(Br)cccc23)C1c1ccc(F)cc1 (configuration not stated)	1.8*	23.1	25.5	-27.1*	32.2	34.3	47.8	23.5	5.3*
c1cnc2nc3c(cc2c1)oc1ncccc13	110.0	100.6	107.6	106.4	104.7	84.5	95.2	111.4	96.1
c1ccc2c(c1)C[C@@H]1OC(C3(C4=N[C@@H]5c6ccccc6C[C@@H]5O4)CC3)=N[C@H]21	96.6	99.2	100.6	92.9	98.6	104.7	98.7	105.4	92.6
CCc1c(C)c2cc3nc(-c4ccc([N+](=O)[O-])cc4)oc3c(C)c2oc1=O	92.3	101.2	103.0	95.1	105.5	79.6	96.1	102.0	96.7

Screens as filed in PubChem.
